VLA-4 inh – inhibition in human VLA-4 binding assay, primary screen, VLA-4 allosteric modulator project, MLPCN library, flow cytometry, VLA-4 expressing cells; Integrin alpha-4 (Homo sapiens), P13612; actives 0.2% (n = 330,000); ligand binding flow cytometry; inhibition, % (about 7 µM as worked out from the volumes in the protocol); in the data active = inhibition above about 50%
Target sequence (P13612 whole entry, looked up): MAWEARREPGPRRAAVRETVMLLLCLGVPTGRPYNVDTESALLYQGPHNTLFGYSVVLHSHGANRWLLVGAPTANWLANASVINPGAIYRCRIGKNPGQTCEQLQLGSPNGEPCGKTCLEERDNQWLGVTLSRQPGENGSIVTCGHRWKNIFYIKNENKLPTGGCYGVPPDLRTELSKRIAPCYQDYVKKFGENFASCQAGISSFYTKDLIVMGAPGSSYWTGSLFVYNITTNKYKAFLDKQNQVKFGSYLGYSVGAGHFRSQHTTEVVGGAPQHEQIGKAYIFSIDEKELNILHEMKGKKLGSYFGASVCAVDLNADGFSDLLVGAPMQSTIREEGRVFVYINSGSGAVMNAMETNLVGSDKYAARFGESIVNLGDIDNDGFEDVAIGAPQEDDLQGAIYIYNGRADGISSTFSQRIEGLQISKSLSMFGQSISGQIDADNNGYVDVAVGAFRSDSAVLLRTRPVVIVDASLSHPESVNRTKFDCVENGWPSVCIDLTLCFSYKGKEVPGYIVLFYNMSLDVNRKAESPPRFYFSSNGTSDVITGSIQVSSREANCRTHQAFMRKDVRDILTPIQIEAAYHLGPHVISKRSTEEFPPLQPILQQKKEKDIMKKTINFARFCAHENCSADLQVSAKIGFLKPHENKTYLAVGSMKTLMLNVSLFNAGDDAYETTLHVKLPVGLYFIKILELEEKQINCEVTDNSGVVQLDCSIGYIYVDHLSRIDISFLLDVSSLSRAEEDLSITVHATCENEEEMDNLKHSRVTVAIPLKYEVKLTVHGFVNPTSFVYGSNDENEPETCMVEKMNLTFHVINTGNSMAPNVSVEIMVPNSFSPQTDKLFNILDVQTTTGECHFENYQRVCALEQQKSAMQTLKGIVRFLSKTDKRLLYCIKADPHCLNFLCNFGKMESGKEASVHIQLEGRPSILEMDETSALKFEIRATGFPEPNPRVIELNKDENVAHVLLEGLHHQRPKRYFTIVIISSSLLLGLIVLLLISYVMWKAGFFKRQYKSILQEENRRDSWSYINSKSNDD
GRK2 aptamer HTS – compounds blocking aptamer binding on GRK2 – biochemical, human GRK2, bead flow cytometry, HTS, primary screen; Beta-adrenergic receptor kinase 1 (Homo sapiens), P25098; FAM-aptamer displacement from GRK2; inhibition of aptamer binding, % at 10 µM; actives 0.59% (n = 330,000); AID 488847, 2010;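 active = inhibition of aptamer binding above 40%, roughly 3 SD of noise, on plates passing a quality check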;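 note: median bead fluorescence of bound FAM aptamer so fluorescent compounds give negative values; no value below 0 was filed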
AGP1-GFP MLPCN – modulators of AGP1-GFP expression in yeast TOR pathway, primary screen, cell-based, multiplex flow cytometry, S. cerevisiae, MLPCN library; 3 h; GFP as percent of DMSO wells; GFP response vs DMSO, % at 10 µM; actives 0.02% (n = 320,000); AID 2066, 2009;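 active = GFP response relative to DMSO above a set limit, near screen average plus 3 SD, cut at about 150% in these data; inconclusive = fewer than 70 cells counted for the yeast strain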;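 note: median GFP channel fluorescence of the gated AGP1 strain per well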
MEP2 TOR yeast – modulators of MEP2-GFP levels in yeast, primary screen, S. cerevisiae, multiplex flow cytometry, MLPCN library | S. cerevisiae MEP2-GFP strain, 3 h; 100% = DMSO control level | GFP response vs DMSO, % at 10 µM | actives 0.51% (n = 330,000);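 active = GFP response versus DMSO above a set limit, roughly screen mean plus 3 SD, cut at about 180% in these data; inconclusive = fewer than 70 cells counted for a yeast strain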;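 note: median GFP fluorescence of the barcode-gated MEP2-GFP cells per well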
LAP4 TOR yeast – modulators of LAP4-GFP expression in yeast, primary screen, S. cerevisiae, multiplex flow cytometry, MLPCN library. AID 2023, 2009. 3 h; median GFP as percent of DMSO wells. GFP response vs DMSO, % at 10 µM. actives 0.34% (n = 320,000);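 active = GFP response vs DMSO above a set limit, about the screen mean plus 3 SD, cut at about 150% in these data; inconclusive = under 70 cell events counted for the yeast strain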
RPL19A-GFP yeast – RPL19A-GFP expression modulators in yeast, primary screen, cell-based, S. cerevisiae, multiplex flow cytometry, MLPCN; S. cerevisiae RPL19A-GFP strain, 3 h; stronger effect = lower value; actives 0.3% (n = 330,000); percent response vs DMSO, % at 10 µM;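 active = percent response vs DMSO below 50%; inconclusive = fewer than 70 events counted for the yeast strain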;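 note: median channel GFP fluorescence of the barcoded RPL19A-GFP strain; ratio of sample median GFP to plate DMSO average so 100% = DMSO; lower means less RPL19A-GFP as with rapamycin TOR inhibition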
Yeast superoxide – reduction of superoxide in aged yeast, primary screen, HTS; S. cerevisiae aged cells, superoxide DHE fluorescence; stronger effect = lower value; superoxide response (% of plate mean), % at 10 µM; actives 0.18% (n = 330,000);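 active = superoxide response under a set limit, about three screen SD below normal, cut at about 65% in these data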;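 note: yeast aged for seven days with compound at 30 °C before DHE staining; 100% = average MFI of all compound-treated wells on the plate with controls excluded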
CIT2-GFP yeast – modulators of CIT2-GFP expression in yeast, primary screen, S. cerevisiae, GFP fusion, multiplex flow cytometry, MLPCN library | actives 0.065% (n = 320,000) | S. cerevisiae CIT2-GFP strain, 3 h; 100 means same as DMSO wells | GFP response vs DMSO, % at 10 µM;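 active = GFP response relative to DMSO above a set limit, near the screen mean plus 3 SD, cut at about 150% in these data; inconclusive = Fewer than 70 cells measured for a yeast strain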;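 note: ratio of well median GFP fluorescence to mean of DMSO wells on the plate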
* hit, by the source's call; u = inconclusive; x = no result given; [ ] = dose if it differs, or a comment. Random draw from the library, and some 1.7% of all compounds hit somewhere here.

SMILES	VLA-4 inh	GRK2 aptamer HTS	AGP1-GFP MLPCN	MEP2 TOR yeast	LAP4 TOR yeast	RPL19A-GFP yeast	Yeast superoxide	CIT2-GFP yeast
Cc1c(NC(=O)c2cc(-c3ccco3)on2)c(=O)n(-c2ccccc2)n1C	-5.4	0.0	103.3	102.4	99.6	100.9	106.3	100.7
CCc1ccnc(NC(=O)NS(=O)(=O)c2ccc(C)cc2)c1	1.2	3.0	105.2	106.6	115.3	102.7	99.8	97.9
CCCCCCOC(=O)Cc1c(C)nc(-c2ccccc2)[nH]c1=O	-3.9	3.0	x	90.3	86.1	85.1	104.3	87.4
CCCn1c(SCC(=O)NC2CCCC2)nnc1-c1ccccn1	-4.0	3.0	103.0	98.8	95.4	98.4	108.1	101.9
CCCCOc1ccc(C(=O)NNC(=O)c2cnccn2)cc1OC	-2.0	0.0	98.8	104.9	94.2	99.3	117.2	106.8
COc1ccc(C2Nc3ccccc3C(=O)N2c2ccc(C)cc2)cc1Cn1nnc2ccccc21 (stereo not drawn)	6.4	0.0	104.7	104.9	99.4	99.1	86.0	106.2
CN(C)C(=O)N1CCCC(C(=O)NCc2ccccc2Cl)C1 (stereo not drawn)	-9.1	1.0	102.2	95.6	98.3	95.8	95.1	100.2
Cn1c(SCC(N)=O)nnc1-c1ccc(C(C)(C)C)cc1	0.0	0.0	98.4	91.9	111.2	96.8	88.0	90.0
CCn1c2ccccc2c2nnc(SCC(=O)N(C)C3CCS(=O)(=O)C3)nc21 (stereo not drawn)	13.7	1.0	93.4	98.0	87.3	97.9	94.9	95.5
O=C1CC(NCc2ccncc2)C(=O)N1c1ccccc1 (stereo not drawn)	18.8	1.0	100.1	104.3	97.1	99.1	91.8	98.5
O=C(c1ccco1)N(Cc1ccc([N+](=O)[O-])cc1)c1ccc(Cl)cc1	29.0	0.0	100.4	102.6	111.5	100.6	97.6	98.4
O=C1C(=O)N(CCCN2CCOCC2)C(c2ccc(F)cc2)/C1=C(/O)c1ccccc1 (stereo not drawn)	4.5	0.0	94.9	102.7	85.2	102.0	110.2	104.2
O=C(CNC(=O)c1[nH]cnc1C(=O)N[C@@H](Cc1ccccc1)C(=O)OCc1ccccc1)OCc1ccccc1	-5.7	0.0	92.2	100.4	124.6	102.9	98.3	100.3
O=C(Nc1ccc(N2C(=O)C3CCCCC3C2=O)cc1Cl)c1cccs1 (stereo not drawn)	21.4	0.0	80.5	64.9	103.3	91.8	91.7	90.6
Cc1cccc(C)c1Nc1nnc(SCC(=O)c2ccc3c(c2)NC(=O)CO3)s1	-0.2	0.0	95.9[may fluoresce red]	108.7[may fluoresce red]	98.2[may fluoresce red]	u	99.2	108.9[may fluoresce red]
COCCC(=O)N1CCCC(C(=O)c2ccccc2SC)C1 (stereo not drawn)	-5.4	1.0	97.7	101.5	90.2	99.2	98.2	99.8
O=C(CCN1C(=O)C2CC=CCC2C1=O)NC1CCCCC1 (stereo not drawn)	0.3	4.0	99.0	102.7	99.7	96.3	102.4	102.7
CSc1n[nH]c(-c2sccc2OCc2ccc(C)cc2)n1	-1.9	0.0	82.8	85.4	90.1	86.3	103.5	80.4
CCc1ccccc1Nc1nc2ccccc2n1CC	15.9	4.0	102.8	105.5	103.7	98.4	102.1	98.5
N#Cc1ccc(C(=O)Nc2nc(SCc3ccc(Cl)cc3)n[nH]2)cc1	-5.3	1.0	96.7	91.2	106.9	94.9	88.4	98.1
O=c1cc(CN2CCN(c3ccccc3)CC2)c2cc(O)c(-c3ccccc3)cc2o1	6.2	3.0	98.0	98.1	98.4	93.9	99.2	108.5
COc1cc2c(cc1OC)CN(c1ccc(C(F)(F)F)cn1)CC2	11.1	1.0	102.9	106.6	117.5	103.5	90.3	99.9
O=C(Nc1ccc2c(c1)OCCO2)C1CCCC1	18.6	8.0	100.1	97.7	100.0	97.0	120.4	90.6
CC1CCCC(NC(=O)CN2C(=O)NC(Cc3c[nH]c4ccccc34)C2=O)C1C (stereo not drawn)	4.1	2.0	102.0	100.0	97.6	96.7	81.7	99.2
O=C(N[C@@H](Cc1ccccc1)C(=O)Nc1ccc(F)cc1)C1CCNCC1	10.2	0.0	96.9	108.3	84.5	102.1	73.1	104.3
COc1ccc(C)cc1N(C(=O)c1cccc(F)c1)c1nc2ccccc2s1	7.4	0.0	93.7	99.7	93.9	102.1	48.5*	94.9
CCN(c1ccccc1)S(=O)(=O)c1ccc(NC(=S)NC(=O)c2ccc(Br)o2)cc1	-1.8	1.0	84.5	92.4	86.9	85.8	104.6	83.6
Cc1nn(CC(=O)NCCc2ccco2)c(=O)c2nn(-c3ccccc3)c(C)c12	3.7	12.0	110.7	110.3	96.8	105.4	98.6	110.4
CCOC(=O)N1CCN(C(=O)CN(c2ccccc2OC)S(=O)(=O)c2ccc(C)cc2)CC1	-15.8	0.0	108.0	107.5	105.8	98.2	97.0	105.3
N#CC[C@H](Cc1ccccc1)N1CCN(Cc2ccccc2)CCC1=O	12.9	0.0	u	u	u	u	96.4	u
O=C(NC1CCCC1)C1CCN(C(=O)c2ccc(Cl)cc2Cl)CC1	4.0	0.0	104.2	106.7	95.8	102.9	113.0	100.8
Cc1ccc(/C=N/N2CCN(c3ccc(Cl)cc3)CC2)o1	11.7	5.0	95.8	92.3	96.0	x	81.9	100.3
COc1ccc(Nc2cc(C)nc(-n3nc(C)cc3C)n2)cc1	12.8	1.0	99.9	108.3	114.9	96.6	95.5	102.7
C/C(=N\Nc1nccnc1Cl)c1ccc(Cl)c(Cl)c1	-0.2	0.0	113.8	113.4	105.0	123.7	104.0	104.2
CC(C)(C)NC(=O)NC(=O)CN1CCN(c2ccccc2)CC1	47.1	0.0	95.6	94.2	89.5	96.1	109.1	99.9
O=C(CCCN1C(=O)c2ccccc2C1=O)Nc1ccccn1	17.5	3.0	100.8	107.4	117.9	96.0	85.9	99.8
Nc1cccnc1-n1nc(C(F)(F)F)cc1C(F)(F)F	14.5	2.0	116.5	108.6	104.1	102.8	91.8	118.3
CCCOc1ccc(/C=N\NC(=O)CCc2n[nH]c(=O)[nH]c2=O)cc1OC	-5.5	0.0	96.2	97.3	91.0	103.4	91.0	99.5
Cc1nc(NC(=O)c2ccccc2)sc1-c1csc(NCCc2ccccc2)n1	8.9	0.0	102.0	106.1	113.0	98.6	100.7	87.0
O=C(C1CCCN(S(=O)(=O)c2ccc(F)cc2)C1)N1CCCC1 (stereo not drawn)	4.5	22.0	105.3	114.2	101.5	100.8	84.6	108.8
CCOC(=O)c1cccc(NC(=O)COC)c1	14.9	2.0	100.4	107.0	97.0	x	89.3	100.8
COc1ccc(OCC(=O)Nc2nc3cc4c(cc3s2)OCCO4)cc1	-3.1	0.0	93.4	95.6	97.2	96.3	103.4	86.1
Cc1onc(-c2ccccc2)c1C(=O)NNC(=O)c1ccccc1Br	2.0	1.0	96.4	98.4	89.1	90.6	103.2	91.2
COc1ccc(S(N)(=O)=O)cc1C(=O)NCCCN1CCN(c2ccc(C)cc2)CC1	10.3	2.0	u	u	u	u	90.7	u
CN1N=C(c2ccc(Cl)cc2)CC(c2ccc(Cl)cc2)C1=O (stereo not drawn)	19.7	7.0	98.8	92.3	96.2	106.1	91.0	92.4
Cc1ccc(C(=O)N2CCc3ccccc32)cc1	12.0	5.0	96.5	101.8	113.9	98.9	109.0	93.0
O=C(c1cc(COc2ccc(F)cc2Cl)on1)N1CCCC(OCc2cccnc2)C1 (stereo not drawn)	4.1	0.0	107.3	95.0	103.7	103.6	106.5	97.6
COC(=O)c1sc(C(C)(C)C)cc1CSc1ccccc1	-3.5	1.0	98.5	94.8	111.3	99.0	89.8	104.8
Cc1cc(Cl)ccc1Oc1nc(-c2ccccc2)ncc1S(C)(=O)=O	0.0	6.0	97.7	93.8	92.5	98.1	83.3	107.5
Cc1nnsc1Sc1ccccn1	14.9	2.0	97.1	107.4	98.8	94.2	95.9	96.9
CN(C)S(=O)(=O)c1cccc(COC(=O)c2cccnc2Cl)c1	2.8	0.0	99.7	103.8	95.2	99.2	94.2	98.2
Cc1cccc(Oc2ccc(NS(=O)(=O)c3ccc(C)c(C(=O)O)c3)cc2)c1	9.9	1.0	96.0	92.2	97.9	97.3	84.8	99.3
Cc1ccccc1OCCSc1nnc(-c2cccnc2)n1N	7.5	0.0	96.4	108.6	103.0	99.6	97.8	101.3
COc1ccccc1Nc1nc(N)nc(CSc2nccc(C)n2)n1	14.3	11.0	98.6	99.8	92.6	95.0	104.2	x
COCC(=O)N1CCC(Oc2ccc(C(=O)N(C)Cc3nccs3)cc2)CC1	-1.9	2.0	88.5	86.9	83.8	103.4	94.3	88.9
COc1ccc(C(=O)OCC(=O)NC(C)CCc2ccccc2)c(OC)c1 (stereo not drawn)	-5.9	7.0	97.4	100.6	98.1	98.5	82.5	94.4
CCOC(=O)C1=C(C)N(CCCC(=O)O)C(=O)NC1c1ccc(Cl)cc1Cl (stereo not drawn)	22.2	2.0	102.1	99.5	96.0	100.2	93.0	101.5
